All columns: NCI-60 one-dose screen, growth in % after 48 h at 10 µM unless noted; 100 = growth as untreated, 0 = no growth, -100 = all killed.
NCI-H226: NCI-H226 lung cancer. 79,000 compounds, 3.5% hits
NCI-H322M: NCI-H322M lung cancer | 80,000 compounds, 2.7% hits | AID 1794733
NCI-H23: NCI-H23 lung cancer | 80,000 compounds, 4% hits
NCI-H522: NCI-H522 lung cancer | AID 1794739 | 78,000 compounds, 8% hits
NCI-H460: NCI-H460 lung cancer. 82,000 compounds, 6.8% hits. AID 1794736
OVCAR-5: OVCAR-5 ovarian cancer | 82,000 compounds, 2.9% hits
OVCAR-8: OVCAR-8 ovarian cancer; 81,000 compounds, 4.4% hits; AID 1794782
OVCAR-3: OVCAR-3 ovarian cancer; 79,000 compounds, 7% hits
NCI/ADR-RES: NCI/ADR-RES ovarian cells; 81,000 compounds, 4.4% hits
An asterisk follows results filed as active; / = no result given; & = joins results of further samples; ! = repeats disagree; [ ] = remark or other dose. How the source made its calls: active means growth percent below 10; inactive means the rest.

Preview, 20 compounds:
SMILES	NCI-H226	NCI-H322M	NCI-H23	NCI-H522	NCI-H460	OVCAR-5	OVCAR-8	OVCAR-3	NCI/ADR-RES
O=C1C(c2ccsc2)=C(c2c[nH]c3ccccc23)C(=O)N1O	77	101	89	90	99	109	97	101	110
Cc1cc2ccccc2c[n+]1CC(=O)c1ccccc1	92	96	92	94	103	112	102	96	100
Cc1ccc2nc3c(n2c1)C(=O)C(=O)c1ccccc1-3	-44*	-81*	-12*	/	-71*	-74*	-68*	-82*	-3.7*
C=CCc1ccc2c(c1)OC(CO)CO2 (centres undefined) (tested in a mixture with another compound)	110	128	105	100	/	96	102	112	105
COc1cc(-n2cc(C#N)c(N)c2C(=O)c2ccc(C#N)cc2)cc(OC)c1OC	99	111	93	88	112	108	104	125	99
COc1cc2nc(N3CCN(C(=O)C4CCCO4)CC3)nc(N)c2cc1OC (centres undefined)	103	112	106	95	111	107	99	110	106
OCCCNc1nc2nonc2nc1Nc1ccccc1	83	105	89	83	97	114	95	94	99
NC(N)=NN=C(c1ccc(O)cc1)c1ccc(O)cc1	97	110	101	92	113	108	100	118	103
Clc1ccc2c3c(cccc13)CC2	99	102	93	91	108	113	106	100	103
COc1ccc2cc(C(=O)N3CCC([C@@H](C)C(=O)NCc4ccc5c(c4)OCO5)CC3)[nH]c2c1	-6.0*[50 µM]	87[50 µM]	26[50 µM]	-6.7*[50 µM]	42[50 µM]	73[50 µM]	16[50 µM]	8.7*[50 µM]	38[50 µM]
CC(=O)n1cc(CS)c(=O)[nH]c1=O	99	96	102	107	104	119	99	110	105
C=CCn1c(SCC(=O)Nc2ccc(Cl)cc2)nnc1-c1cc(-c2ccccc2)nc2ccccc12	96	89	88	90	102	95	85	95	78
O=C(Nc1ccccc1)Oc1ccc2ccccc2c1	91	93	112	93	109	98	97	106	107
COc1cc2nc(-c3ccc(C(F)(F)F)cc3)cc(OCCCN3CCCCC3)c2cc1OC	-12*	62	58	34	18	58	52	60	50
CN1CC[C@@H]2[C@@]3(C)CC[C@H](O)C(C)(C)[C@@H]3CC[C@@]2(C)[C@]2(C)CC[C@@]3(CO)CCC(C)(C)C[C@@H]3C12 (some centres undefined)	94	99	91	98	98	92	97	/	97
Clc1ccc([C@@H]2C[C@@H]3Cc4cc(Br)c5ccccc5c4N2O3)cc1	104	102	97	95	113	89	108	118	97
O=c1c2ccccc2nc(COc2ccccc2)n1/N=C/c1ccccc1Cl	107	99	100	97	115	112	111	110	107
CCCCc1ccc(C2=C(Cl)C(=O)C(c3ccc(CCCC)cc3)=C(Cl)C2=O)cc1	99	84	89	/	100	111	93	75	94
NC(=S)N/N=C/c1cc([N+](=O)[O-])ccc1Cl	86	106	103	105	112	104	100	103	109
O=C(Nc1cccc2cccnc12)c1cc(C(=O)c2ccc(Cl)cc2)n2ccc(-c3ccncc3)cc12	91	96	102	89	98	99	98	111	105

Main list, from the start:
SMILES	NCI-H226	NCI-H322M	NCI-H23	NCI-H522	NCI-H460	OVCAR-5	OVCAR-8	OVCAR-3	NCI/ADR-RES
O=C1C(c2ccsc2)=C(c2c[nH]c3ccccc23)C(=O)N1O	77	101	89	90	99	109	97	101	110
Cc1cc2ccccc2c[n+]1CC(=O)c1ccccc1	92	96	92	94	103	112	102	96	100
Cc1ccc2nc3c(n2c1)C(=O)C(=O)c1ccccc1-3	-44*	-81*	-12*	/	-71*	-74*	-68*	-82*	-3.7*
C=CCc1ccc2c(c1)OC(CO)CO2 (centres undefined) (tested in a mixture with another compound)	110	128	105	100	/	96	102	112	105
COc1cc(-n2cc(C#N)c(N)c2C(=O)c2ccc(C#N)cc2)cc(OC)c1OC	99	111	93	88	112	108	104	125	99
COc1cc2nc(N3CCN(C(=O)C4CCCO4)CC3)nc(N)c2cc1OC (centres undefined)	103	112	106	95	111	107	99	110	106
OCCCNc1nc2nonc2nc1Nc1ccccc1	83	105	89	83	97	114	95	94	99
NC(N)=NN=C(c1ccc(O)cc1)c1ccc(O)cc1	97	110	101	92	113	108	100	118	103
Clc1ccc2c3c(cccc13)CC2	99	102	93	91	108	113	106	100	103
COc1ccc2cc(C(=O)N3CCC([C@@H](C)C(=O)NCc4ccc5c(c4)OCO5)CC3)[nH]c2c1	-6.0*[50 µM]	87[50 µM]	26[50 µM]	-6.7*[50 µM]	42[50 µM]	73[50 µM]	16[50 µM]	8.7*[50 µM]	38[50 µM]
CC(=O)n1cc(CS)c(=O)[nH]c1=O	99	96	102	107	104	119	99	110	105
C=CCn1c(SCC(=O)Nc2ccc(Cl)cc2)nnc1-c1cc(-c2ccccc2)nc2ccccc12	96	89	88	90	102	95	85	95	78
O=C(Nc1ccccc1)Oc1ccc2ccccc2c1	91	93	112	93	109	98	97	106	107
COc1cc2nc(-c3ccc(C(F)(F)F)cc3)cc(OCCCN3CCCCC3)c2cc1OC	-12*	62	58	34	18	58	52	60	50
CN1CC[C@@H]2[C@@]3(C)CC[C@H](O)C(C)(C)[C@@H]3CC[C@@]2(C)[C@]2(C)CC[C@@]3(CO)CCC(C)(C)C[C@@H]3C12 (some centres undefined)	94	99	91	98	98	92	97	/	97
Clc1ccc([C@@H]2C[C@@H]3Cc4cc(Br)c5ccccc5c4N2O3)cc1	104	102	97	95	113	89	108	118	97
O=c1c2ccccc2nc(COc2ccccc2)n1/N=C/c1ccccc1Cl	107	99	100	97	115	112	111	110	107
CCCCc1ccc(C2=C(Cl)C(=O)C(c3ccc(CCCC)cc3)=C(Cl)C2=O)cc1	99	84	89	/	100	111	93	75	94
NC(=S)N/N=C/c1cc([N+](=O)[O-])ccc1Cl	86	106	103	105	112	104	100	103	109
O=C(Nc1cccc2cccnc12)c1cc(C(=O)c2ccc(Cl)cc2)n2ccc(-c3ccncc3)cc12	91	96	102	89	98	99	98	111	105
Oc1ccc(-c2ccc3c(c2)ncn3-c2ccc(O)cc2)cc1	97	98	93	64	100	112	92	98	91
OC(c1ccccc1)c1cccnc1 (centres undefined)	102	105	101	86	108	102	107	99	106
COc1cccc(CNc2ccc3ncnc(Nc4ccc(F)c(Cl)c4)c3c2)c1	71	34	70	19	78	72	59	54	55
CC1(C)NC2=C(C(Nc3cccnc3)N1)C(c1ccc(Br)cc1)C(C(=O)c1ccc(N=[N+]=[N-])cc1)O2 (centres undefined)	115	96	100	91	107	94	101	120	101
Nc1c(C(=O)Nc2cccc3ncccc23)sc2nc3c(cc12)C(=O)CCC3	62	62	54	11	20	70	79	37	73
CCN(CC)c1ccc(C(=N)c2ccc(N(C)C)cc2)cc1	16	61	-23*	-13*	0.2*	17	12	-13*	-31*
COC(=O)[C@H]1CCCN1C(=O)C1CCCN1C(=O)[C@@H](Cc1ccccc1)NC(=S)Nc1cc(C(F)(F)F)cc(C(F)(F)F)c1 (some centres undefined)	88&105	88&142	97&108	78&99	94&102	90&99	87&100	77&111	94&109
COc1ccc(NC(=O)c2sc3nc4c(cc3c2N)CN(C)CC4)cc1	79	94	88	90	99	102	90	106	93
CCC(C(O)c1ccccc1)[N+](=O)[O-] (centres undefined)	97	92	96	109	99	101	97	94	97
O=C(Nc1cccc(C(F)(F)F)c1)Nc1cccc(C(F)(F)F)c1	-1.7*	17	2.0*	-35*	5.1*	25	5.0*	14	7.5*
O=C(COc1cccc2cccnc12)Nc1ccc(C(=O)/C=C/c2ccccc2)cc1	103	103	101	96	111	106	102	117	98
COc1cccc(-c2nn(C(C)(C)C)cc2-c2ccnc(NCCCNS(=O)(=O)c3cccc4ccccc34)c2)c1	109	111	109	96	104	104	103	108	101
O=C1Nc2ccccc2C12N=C(NO)c1ccccc1N2 (centres undefined)	93	95	91	95	104	100	100	109	97
O=C(Nc1ccc(Nc2ncccn2)cc1)NC1C=c2ccccc2=CC1 (centres undefined)	97	111	104	99	104	108	98	107	106
O=C1/C(=C2\CCc3ccccc32)Cc2ccccc21	80	82	76	/	101	97	103	93	86
Nc1nc(-c2ccccc2)cs1	93&63	109&99	111&42	-4.1*!	109&73	99&83	100&38	102&45	110&29
COc1cc2c(cc1OC)C(C)=NCC2	108	105	100	67	110	105	/	106	95
c1cnn([B-]2(n3cccn3)n3ccc[n+]3[B-](n3cccn3)(n3cccn3)n3ccc[n+]32)c1	94	102	100	98	108	104	108	106	100
CC(C)c1cc(N=O)cc(C(C)C)c1O	102	/	95	98	103	97	103	110	100
O=C(OCCBr)c1ccc(Cl)c([N+](=O)[O-])c1	126	29	104	8.6*	103	108	102	-21*	113
COc1ccc(C(=O)Nc2n[nH]c(Nc3ccccc3)c2C#N)cc1	117	106	110	104	101	98	111	111	109
COc1ccc(C2CC(c3ccc(N(C)C)cc3)=NN2c2ccc(S(N)(=O)=O)cc2)cc1 (centres undefined)	52	83	54	41	29	84	42	55	/
CCOC(=O)c1ccc(NN=NCCF)cc1	100	95	98	98	105	120	116	102	108
O=C(NCCNC(=O)c1ccc(F)cc1)Nc1ccc(-n2cc(-c3ccncc3)c(-c3ccc(Cl)c(O)c3)n2)cc1	24	/	6.9*	-29*	-0.5*	28	4.6*	3.6*	77
Fc1cccc(Cl)c1C1SCc2nc3ccccc3n21 (centres undefined)	87	93	84	79	94	98	94	91	85
COc1ccc(C(=O)CC(c2ccccc2)C(C#N)c2ccccc2)cc1 (centres undefined)	81	103	88	70	93	110	86	82	84
CCCn1ccc(-n2nnc(C(=O)OCC)c2C)n1	101	101	100	96	106	92	109	98	100
CCOC(=O)c1c(C)nc2ccccc2c1/C=C/c1ccc(Cl)cc1	74	98	54	56	76	85	71	77	47
O=C1C(=O)c2ccccc2C(O)=C1C(C1=C(O)c2ccccc2C(=O)C1=O)c1ccc(Cl)c(Cl)c1	103	93	52	72	73	115	95	102	94
Cc1cc(O)cc(C(=O)O)c1	115	176	115	/	110	103	106	113	116
O=C(Cn1cc(CSc2nnc3oc4ccccc4n23)nn1)Nc1ccc(F)c(Cl)c1	64	81	69	56	92	84	80	83	64
O=C(CC(O)c1coc(-c2ccc(Cl)cc2)n1)c1ccc(Cl)cc1 (centres undefined)	97	100	92	78	102	106	82	99	92
CC1=C(Nc2ccc(N3CCN(C)CC3)cc2)C(=O)c2cncnc2C1=O	99	101	73	85	25	72	2.2*	-35*	18
COC1=C[C@H]2C[C@@]3(OC)[C@H](O)c4ccccc4N4C(=O)C(=O)N(C2c2ccccc2)[C@@]143 (some centres undefined)	92	100	105	90	105	98	99	113	104
COc1ccc(-c2nnc(SCC(=O)Nc3ccc(C(=O)/C=C/c4ccc(Cl)cc4)cc3)o2)cc1OC	86	87	79	17	70	90	37	106	38
CCCc1cc(CN2CCOCC2)c(O)c(CN2CCOCC2)c1O	100	121	114	96	114	114	103	115	112

No enrichment for hits. Share with any hit: about 11%.
